ERAP1 inh: ERAP1 (human) enzyme inhibition. Q9NZ08. actives 0.15% (n = 340,000). inhibition, % at 10.7 µM. recombinant ERAP1, Leu-AMC fluorescence, 60 min;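 active means mean replicate inhibition of at least 30%, or all replicates individually reaching that 30% level; inactive means mean below 30% and not every replicate reaching it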;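 further: 0% = neutral control wells and 100% = L-leucinethiol positive control wells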
PGC1a acetyl inh: PGC1a acetylation modulation, inhibitor mode; actives 0.17% (n = 350,000); inhibition, % at 15.6 µM; U2OS PGC1a acetylation, AlphaScreen anti-acetyl-lysine; with virally co-expressed GCN5 acetyltransferase;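 active means every replicate shows inhibition of at least 40%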;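 further: 0% = neutral control wells and 100% = positive control wells; some results beyond the cut were filed as inactive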
XiGFP reactiv: reactivates the inactive X chromosome in mouse fibroblasts | activation, % at 7.58 µM | XiGFP mouse fibroblasts, % GFP-positive cells imaging, 3 d; cells co-treated with 5-aza-dC sensitizer; scaled so ellipticine positive control = 100% | actives 0.055% (n = 360,000);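 active means mean normalized replicate activation at least 10% and every replicate at or above 10%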;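 further: 0% = median of on-plate neutral control wells and 100% = ellipticine 6 µM median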
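Assay system – SV40-immortalized XiGFP fibroblast cells, line 68-5-11 · Buffer or medium – DMEM supplemented with 5-aza-dC as sensitizing agent · Dosing – one concentration, pinned · Benchmarks – positive control ellipticine, 6 µM final · Times – 3 days compound exposure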
Cneo AK release: Cryptococcus neoformans lysis via adenylate kinase release; lysis activity, % at 15 µM; C. neoformans lysis, adenylate kinase release luminescence, 4 h; normalised: neutral wells 0, clomiphene wells 100; AID 651654; actives 0.2% (n = 360,000);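 active means mean lysis activity across replicates of at least 80%, whatever share of replicates individually reach that level; inactive means mean lysis activity below 80%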
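Material – Cryptococcus neoformans yeast cells · Quantity – 5 × 10^6 yeast cells/mL · Buffer or medium – YPD medium · Compound – single dose · Timing – 4 h static compound exposure, 37 °C, read 1 h post-reagent · Signal – adenylate kinase release luminescence · Read-out basis – lysis from increased AK signal · Benchmarks – Clomiphene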
S100A4 MyoIIA: S100A4-myosin IIA interaction inhibition | P26447 | S100A4/TAMRA-MyoIIA peptide fluorescence polarization | inhibition, % at 10.7 µM | actives 0.14% (n = 360,000);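 active means mean inhibition of at least 70% across replicates, with every replicate also reaching that level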
Target sequence (P26447 whole entry, looked up): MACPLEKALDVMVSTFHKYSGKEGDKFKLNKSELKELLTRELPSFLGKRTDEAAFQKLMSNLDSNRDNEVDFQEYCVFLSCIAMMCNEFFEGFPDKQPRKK
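Test system: S100A4 monomer protein. Medium: HEPES buffer with Ca2+, pH 7.2. Reagent: fluorescent myosin IIA peptide, 5 nM. Compound dosing: single-point compound testing. Timing: 5 min between mix addition and reading. Benchmarks: DMSO neutral and TFP positive wells.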
SIRT5 block: sirtuin-5 (human) deacylase inhibition; actives 1.1% (n = 330,000); inhibition, % at 15 µM; Purified SirT5, succinyl-peptide AMC, trypsin-coupled fluorescence; AID 652115; Q9NXA8; in the data active means inhibition above about 15%
Target sequence (Q9NXA8 whole entry, looked up): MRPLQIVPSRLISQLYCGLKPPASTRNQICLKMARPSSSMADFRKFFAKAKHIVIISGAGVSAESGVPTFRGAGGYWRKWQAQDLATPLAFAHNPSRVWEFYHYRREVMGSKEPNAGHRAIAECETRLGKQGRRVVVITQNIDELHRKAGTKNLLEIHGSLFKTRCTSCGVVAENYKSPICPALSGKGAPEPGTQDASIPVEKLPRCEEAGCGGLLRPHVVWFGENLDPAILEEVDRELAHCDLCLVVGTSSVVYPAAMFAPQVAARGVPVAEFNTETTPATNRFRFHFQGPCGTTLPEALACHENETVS
Statin myotox sup: suppressors of simvastatin-induced myotoxicity in C2C12 myotubes | AID 602340 | ATP luminescence, 48 h; scaled: DMSO 0, geranylgeraniol control 100 | actives 0.78% (n = 330,000) | rescue of ATP level, % at 7.49 µM;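 active means mean ATP rescue above about 67%, or every replicate alone reaching that limit, limit read from the data, passing the limit was not always enough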;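 further: myotubes were challenged with 10 µM simvastatin during compound exposure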
LGR2 inh: blocks bursicon-induced cAMP signaling via Drosophila LGR2; HEK293 LGR2, CRE-luciferase, bursicon-stimulated, 4 h; inhibition, % at 9.99 µM; actives 0.35% (n = 380,000);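 active means drop in luminescence signal, shown as inhibition above about 50% in the replicate tests, limit read from the data, passing the limit was not always enough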;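 further: agonist challenge used bursicon conditioned medium at about half maximal strength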
* = called active by the depositor; nt = not tested or not shown; & = joins results of further samples. These rows are one share of the data. The share of hits here may be higher or lower than overall.

SMILES	ERAP1 inh	PGC1a acetyl inh	XiGFP reactiv	Cneo AK release	S100A4 MyoIIA	SIRT5 block	Statin myotox sup	LGR2 inh
COc1ccc(NC(=O)Nc2ccc3c(c2)CC(=O)N([C@H](C)CO)C[C@@H](C)[C@@H](CN(C)Cc2ccc(Cl)c(Cl)c2)O3)cc1	nt	-16	0.0	1	nt	nt	-88	-3
C/C=C/c1ccc2c(c1)[C@H]1[C@H](CCN1C(=O)Cc1cccnc1)[C@@H](CO)N2C	-2	-3	0.4	34	-3	5	17	-23
O=C(C[C@@H]1CC[C@H]2[C@@H](COC[C@@H](O)CN2S(=O)(=O)c2ccc(Cl)cc2)O1)NCc1ccc(Cl)c(Cl)c1	-1	-7	0.2	2	16	0	16	-12
C[C@@H]1CCCCO[C@H](CN(C)S(C)(=O)=O)[C@@H](C)CN([C@@H](C)CO)C(=O)c2cc(NC(=O)c3ccccc3)ccc2O1	1	-4	-0.4	3	-4	-4	-14	-3
CC(C)OC(=O)CSc1nc2c(cc1C#N)CCCCC2	-2	8	0.3	2	1	2	-14	-42
O=C(C[C@H]1CC[C@H]2[C@@H](COC[C@H](O)CN2CC2CCCC2)O1)NCc1ccc(Cl)cc1	-4	nt	0.0	nt	-1	3	nt	6
Cc1cc(C(=O)NCCC(C)C)c2ccccc2n1	0	3	-0.1	0	2	-1	7	-22
O=C(N/N=C/c1c[nH]c2ccccc12)c1ccn(Cc2ccc(Cl)cc2Cl)n1	nt	-8	nt	-3	nt	nt	21	2
COc1ccccc1S(=O)(=O)N[C@H]1CC[C@H](CC(=O)NCc2cccc(F)c2)O[C@@H]1CO	0	5	-0.2	-5	15	5	-10	1
COc1ccc(-c2cn(CC[C@@H]3CC[C@@H](NC(=O)Nc4ccc(F)cc4)[C@@H](CO)O3)nn2)cc1	-2	7	-0.3	nt	10	2	nt	5
O=C(NNC(=S)Nc1ccc(Br)cc1)c1ccccc1Br	-5	nt	-0.1	2	0	0	-1	4
Nn1c(COc2ccccc2F)nnc1SCC(=O)NCC1CCCO1 (configuration not stated)	0	18	0.3	0	-2	nt	-3	-18
N#CCNC(=O)c1nn2c(C(F)(F)F)cc(-c3ccccc3)nc2c1Br	0	1	0.2	-2	-3	-2	14	-8
O=C(NCc1ccc(F)cc1)c1noc2c1CCCC2	2	nt	nt	nt	5	0	nt	-7
CCOC(=O)c1c(C)[nH]c(C2=NNC(=NC(C)COC)SC2)c1C (configuration not stated)	0	-2	0.1	nt	1	1	nt	-34
O=C(O)[C@H]1[C@H](CO)[C@H]2Cn3c(ccc(/C=C/c4ccccc4)c3=O)[C@H]2N1C(=O)C1CCCC1	2	32	0.2	nt	-5	-103	nt	7
N#C/C(=C\C1=C(N2CCOCC2)C(=C\c2ccccc2)/CC1)C(=O)Nc1ccccc1F	0	nt	0.0	nt	28	-4	nt	8
COc1ccccc1/C=C/C(=O)N1CCC(c2ccccc2)C1 (configuration not stated)	6	nt	-0.1	nt	-1	-2	nt	-54
Cc1cc(CNC(=O)Cn2cc([N+](=O)[O-])cn2)c2ccccc2n1	6	6	0.5	-3	-5	-5	3	12
COc1ccc(S(=O)(=O)N(CCC(N)=O)Cc2ccco2)cc1OC	-2	nt	0.0	nt	-3	-1	-7	nt
O=C(NC1CC1)C1CCN(C2CCN(C(=O)CSc3ccccc3)CC2)CC1	0	-2	-0.1	5	-6	-1	11	-11
Cc1cc2oc(C(=O)Nc3nonc3C)c(C)c2cc1C	-2	0	0.0	-11	-2	0	-12	nt
CN(CCOc1ccccc1)CC(=O)Nc1cccc(Br)c1	-1	2	0.2	nt	-3	-7	nt	-23
Fc1ccccc1N=C1Nc2cccc3cccc1c23	0	-8	0.1	nt	4	-1	nt	-24
C[C@H](CO)N1C[C@H](C)[C@H](CN(C)C(=O)Nc2ccc(F)cc2)Oc2ncc(Br)cc2C1=O	-1&-1	3&-4	0.0&-0.6	-3&-2	1&7&-3	-1&-5&1	-4&-6	1&9

In the list so far, 2 contain an NH in an aromatic ring:
SMILES	ERAP1 inh	PGC1a acetyl inh	XiGFP reactiv	Cneo AK release	S100A4 MyoIIA	SIRT5 block	Statin myotox sup	LGR2 inh
O=C(N/N=C/c1c[nH]c2ccccc12)c1ccn(Cc2ccc(Cl)cc2Cl)n1	nt	-8	nt	-3	nt	nt	21	2
CCOC(=O)c1c(C)[nH]c(C2=NNC(=NC(C)COC)SC2)c1C (configuration not stated)	0	-2	0.1	nt	1	1	nt	-34

Next part
SMILES	ERAP1 inh	PGC1a acetyl inh	XiGFP reactiv	Cneo AK release	S100A4 MyoIIA	SIRT5 block	Statin myotox sup	LGR2 inh
CCOC(=O)C(C)Oc1cccc2c(=O)n(CC(=O)N3CCCc4ccccc43)ccc12 (configuration not stated)	6	-10	0.1	0	-2	-2	2	13
COc1ccc(CN2CCNC(=O)C2CC(=O)N(C)CCCN2CCOCC2)cc1C (configuration not stated)	-4	9	0.1	1	0	-3	-28	-7
COc1ccccc1NC(=S)N1CCN(C(c2ccccc2)c2ccccc2)CC1	0	nt	0.2	-3	-4	1	nt	6
COC(=O)[C@]12CCCCC=C1N(CCc1ccc(OC)c(OC)c1)C(=O)[C@H](CC(=O)N1CCOCC1)C2	nt	nt	0.0	nt	-4	1	nt	-1
CCOC(=O)C1=C(C)Nc2ccccc2N/C1=N\S(=O)(=O)c1cc(C(=O)O)ccc1Cl	-6	nt	0.0	0	0	0	-8	-2
Cn1c(SCC(=O)N2CCCCC2)nc2c([nH]c3ccccc32)c1=O	-3	3	0.1	-2	2	-2	38	0
Cc1[nH]n(-c2ccccc2)c(=O)c1N=Nc1cccc(C(=O)O)c1	-4	14	0.0	-7	3	0	6	24
CSc1ccc(/C=C2\C(=N)N3N=C(CC(=O)N4CCCCC4)SC3=NC2=O)cc1	-2	nt	0.0	-4	-5	5	17	1
CC(C)NC(=O)N(C)C[C@H]1Oc2ncc(C#CCC3CCCC3)cc2C(=O)N([C@@H](C)CO)C[C@@H]1C	2	-3	0.1	-1	2	2	2	6
O=C(CN1C(=O)NC2(CCCc3ccccc32)C1=O)NCc1ccc(Cl)cc1Cl (configuration not stated)	0	-8	-0.1	-2	-12	-1	nt	5
COc1ccc(CN2CCN(Cc3c[nH]c4ccccc34)CC2CCO)c(F)c1 (configuration not stated)	-2	-13	0.2	3	-2	-6	8	10
C[C@H]1CCCCO[C@@H](CN(C)C(=O)c2ccccc2)[C@@H](C)CN([C@@H](C)CO)C(=O)c2cc(NC(=O)Nc3ccc(C(F)(F)F)cc3)ccc2O1	0	-2	-0.1	-4	0	-2	nt	-11
COc1ccc(NC(=O)N(C)C[C@@H]2Oc3ccc(NC(=O)C4CC4)cc3CC(=O)N([C@@H](C)CO)C[C@@H]2C)cc1	2	21	0.2	-1	4	1	-10	-7
CCc1ccc(Sc2cc(C(=O)NCCN3CCOCC3)c3ccccc3n2)cc1	nt	3	-0.1	-4	nt	nt	nt	3
COc1ccccc1N(C)S(=O)(=O)c1ccc(C(=O)OCC(=O)Nc2ccccc2F)cc1	5	0	1.0	7	1	2	11	8
CCC(=O)N(C)C[C@@H]1Oc2ncc(-c3ccc(C)cc3)cc2C(=O)N([C@@H](C)CO)C[C@@H]1C	6	6	0.6	1	1	2	29	-10
CO[C@H]1CC[C@@H]2CCN(C)C(=O)[C@@H](C)N(C)C(=O)c3cccc(C#N)c3OC[C@@H]1O2	nt	nt	0.1	-2	nt	nt	4	5
CS(=O)Cc1cc(Oc2ccccc2)nc(-c2ccncc2)n1 (configuration not stated)	-12	nt	0.0	0	1	-8	9	13
O=C(Nc1ccc(S(=O)(=O)Nc2ncccn2)cc1)c1ccc(Br)cc1	-2	10	0.0	-2	8	nt	-3	17
COc1ccc(Cl)cc1Cn1c(C)c(C(=O)N(C)Cc2ccc(F)cc2)sc1=O	nt	nt	0.1	-1	-5	nt	10	19
NC1=C([N+](=O)[O-])C(c2ccc3c(c2)OCO3)C2=C(CCCC2=O)O1 (configuration not stated)	nt	-3	0.1	-1	-1	2	12	8
CCOC(=O)c1c(C)nc(C(Cl)(Cl)Cl)nc1N	0	3	0.1	-3	13	-6	-4	2
Cc1ccc(SCC(=O)NC(=O)Nc2ccc3c(c2)OCCO3)cc1C	-2	nt	-0.4	nt	-5	2	-4	-3
CCOc1ccc(NC(=O)COC(=O)c2ccc3c(c2)OCO3)cc1	-3	12	0.5	-1	2	1	-6	-2
Cn1cnc(S(=O)(=O)N2CCCCN3[C@H](CO)[C@@H](c4ccc(-c5ccccc5F)cc4)[C@H]3C2)c1	0	nt	0.0	-6	-5	0	-4	6
Cc1c(NC(=S)NC(C)(C)C)c(=O)n(-c2ccccc2)n1C	2	9	0.4	nt	2	1	nt	-21
C[C@@H]1CCCCO[C@@H](CN(C)C(=O)Cc2ccccc2)[C@H](C)CN([C@@H](C)CO)C(=O)c2cc(NS(=O)(=O)c3cn(C)cn3)ccc2O1	-2	-6	-0.1	-1	-3	7	63	21

An excerpt from above in order of molar mass, high to low:
SMILES	ERAP1 inh	PGC1a acetyl inh	XiGFP reactiv	Cneo AK release	S100A4 MyoIIA	SIRT5 block	Statin myotox sup	LGR2 inh
Cn1cnc(S(=O)(=O)N2CCCCN3[C@H](CO)[C@@H](c4ccc(-c5ccccc5F)cc4)[C@H]3C2)c1	0	nt	0.0	-6	-5	0	-4	6
COc1ccc(CN2CCN(Cc3c[nH]c4ccccc34)CC2CCO)c(F)c1 (configuration not stated)	-2	-13	0.2	3	-2	-6	8	10
C/C=C/c1ccc2c(c1)[C@H]1[C@H](CCN1C(=O)Cc1cccnc1)[C@@H](CO)N2C	-2	-3	0.4	34	-3	5	17	-23
CCOc1ccc(NC(=O)COC(=O)c2ccc3c(c2)OCO3)cc1	-3	12	0.5	-1	2	1	-6	-2

2 records drawn at random from those above:
SMILES	ERAP1 inh	PGC1a acetyl inh	XiGFP reactiv	Cneo AK release	S100A4 MyoIIA	SIRT5 block	Statin myotox sup	LGR2 inh
CCOC(=O)C(C)Oc1cccc2c(=O)n(CC(=O)N3CCCc4ccccc43)ccc12 (configuration not stated)	6	-10	0.1	0	-2	-2	2	13
CC(C)NC(=O)N(C)C[C@H]1Oc2ncc(C#CCC3CCCC3)cc2C(=O)N([C@@H](C)CO)C[C@@H]1C	2	-3	0.1	-1	2	2	2	6
